# From PubChem BioAssay
# SRC3 TRFRET art – TR-FRET detection interference compounds, artefact control for PPARgamma SRC-3 recruitment agonists, biochemical, TR-FRET ratio; AID 1048, 2008; TR-FRET artefact counter-screen, PPARgamma/SRC-3 format; active compounds read high; hit rate 0.39% among 99,000; TR-FRET ratio at 8 µM; in the data active = TR-FRET ratio above about 2000; also: inactives centre near 1600
# SRC1 TRFRET art – TR-FRET detection interference compounds, primary screen, artefact control for PPARgamma SRC-1 recruitment agonists, biochemical, TR-FRET emission ratio; TR-FRET detection artefact counter-screen; active compounds read high; TR-FRET ratio at 8 µM; hit rate 0.34% among 99,000; AID 1051, 2008; in the data active = TR-FRET ratio above about 2300; also: inactives centre near 1800
# * marks the source's active call; other numbers are inactive results; & = joins results of further samples.
# The first five records, ahead of the listing:
SMILES,SRC3 TRFRET art,SRC1 TRFRET art
COc1ccc2ccccc2c1/C=N/NC(=S)Nc1cc(S(=O)(=O)N2CCOCC2)ccc1N1CCOCC1,1681,1680
O=C(NCc1cccnc1)C(=O)NCC1OCCCN1S(=O)(=O)c1ccccc1 (stereo unspecified),1553,1861
CC1=CC(C)(C)[N+](C)=CN1c1ccccc1,1545,1878
CCOc1ccc(Cl)cc1/C=N/NC(=O)c1ccccc1,1436,1824
O=C(O)Cc1cn(-c2ccccc2)nc1-c1ccccc1,1619,1796

# The whole of this part, repeating the preview:
SMILES,SRC3 TRFRET art,SRC1 TRFRET art
COc1ccc2ccccc2c1/C=N/NC(=S)Nc1cc(S(=O)(=O)N2CCOCC2)ccc1N1CCOCC1,1681,1680
O=C(NCc1cccnc1)C(=O)NCC1OCCCN1S(=O)(=O)c1ccccc1 (stereo unspecified),1553,1861
CC1=CC(C)(C)[N+](C)=CN1c1ccccc1,1545,1878
CCOc1ccc(Cl)cc1/C=N/NC(=O)c1ccccc1,1436,1824
O=C(O)Cc1cn(-c2ccccc2)nc1-c1ccccc1,1619,1796
C/C(=N\Nc1nc(-c2ccccc2)cs1)c1cccs1,1757,1635
CCc1cccc(C)c1NC(=S)NCC(c1cccnc1)N1CCOCC1 (stereo unspecified),1639,1755
Cc1nnc(N/N=C/c2ccc([N+](=O)[O-])cc2)n1N,1673,1995
CCSc1nc(-c2ccccc2)nc(C(Cl)Cl)n1,1611,1884
COc1ccccc1N(CC(=O)NCCC1=CCCCC1)S(=O)(=O)c1ccccc1,1727,1890
Cc1cc(Cl)n2nc(C)c(-c3ccc(Cl)cc3)c2n1,1544,1683
O=C(N/N=C/C=C/c1ccco1)c1cccc([N+](=O)[O-])c1,1505,1551
COc1ccccc1Nc1nc(N)nc(CSC(=S)N2CCC(C)CC2)n1,1508,1625
Cc1cc(=O)[nH]c(SCC(=O)N2CCN(S(=O)(=O)c3ccccc3)C2)n1,1575,1785
CC(=O)N1CCN(S(=O)(=O)c2c(F)cc(F)c(Cl)c2F)CC1,1522,1732
CCOC(=O)CNC(=O)c1cn(CC)c(=O)c2cc(OC)c(OC)cc12,1560,1744
COc1ccc(OCC(=O)NNC(=O)C(=O)N2CCCC2)cc1,1714,1750
CN(C)c1ccc(/C=C(/C#N)C(=O)NCc2ccccc2)o1,1769,1959
c1csc(C2Nc3ccccc3-c3nc4ccccc4n32)c1 (stereo unspecified),1637,1729
N#Cc1ncn(-c2ccc(Oc3ccccc3)cc2)c1N,1459,1534
CCOc1ccccc1NC(=O)c1ccc2nccnc2c1,1649,1817
O=C(CCN1C(=O)c2ccc([N+](=O)[O-])cc2C1=O)Nc1cccc(O)c1,1290,1737
COc1ccc(NC2CS(=O)(=O)CC2NCc2ccco2)cc1 (stereo unspecified),1431,1923
Cc1cccc(N2CCN(C(=S)Nc3ccc4nc(N5CCN(C)CC5)cc(C)c4c3)CC2C)c1 (stereo unspecified),1516,1672
Cc1nc2ccccc2n1CCOc1ccc([N+](=O)[O-])cc1,1411,1609
COc1ccc(N(CC(=O)Nc2cccc(N(C)S(C)(=O)=O)c2)S(=O)(=O)c2ccccc2)cc1Cl,1468,1474
N#CCc1c(C#N)c(N)nc(N2CCCC(CO)C2)c1C#N (stereo unspecified),1830,2013
CC(C)C(NC(=O)c1ccco1)C(=O)OCc1cc([N+](=O)[O-])cc2c1OCOC2 (stereo unspecified),1645,1598
Cc1cccc(-c2nc(CSCC(=O)N3CCN(Cc4ccc5c(c4)OCO5)CC3)c(C)o2)c1,1648,1401
Cc1cc(=O)[nH]c(N/N=C/C=C/c2ccccc2)n1,1714,1828
O=C(OC[C@@H]1CCCN2CCCC[C@H]12)c1cc2ccccc2oc1=O,1569,1943
Cc1cccc(N(CC(=O)NCc2ccco2)C(=O)CCC(=O)Nc2nccs2)c1,1620,1458
CN(C)CCN(Cc1ccccc1)c1ccccn1,1593&1529,1830&2084
CC[N+](C)(C)Cc1ccccc1Br,1656,1790
COc1cc(-c2cc(N3C(=O)Nc4ccccc4N3O)n[nH]2)cc(OC)c1OC,1343,1814
COc1ccc(/C=C2\NC(=O)C(C=NCc3ccccc3)=C2O)cc1,1552,1799
COc1ccc(NCc2nnc(SCC(=O)Nc3ccccc3)n2C)cc1,1623,2022
CCc1nnc(NC(=O)C(CC)c2ccccc2)s1 (stereo unspecified),1659,1783
COc1ccc(/C=C/C(=O)OCCNC(=O)c2ccncc2)cc1OC,1627,1900
O=C(NCc1ccccn1)c1ccco1,1316,1753

# Profiles, looked up by structure:
# COc1ccc(NCc2nnc(SCC(=O)Nc3ccccc3)n2C)cc1 in the list: SRC3 TRFRET art = 1623; SRC1 TRFRET art = 2022
# COc1ccc(/C=C/C(=O)OCCNC(=O)c2ccncc2)cc1OC in the list: SRC3 TRFRET art = 1627; SRC1 TRFRET art = 1900

# The list goes on:
SMILES,SRC3 TRFRET art,SRC1 TRFRET art
COCCNC(=S)Nc1ccc(S(=O)(=O)Nc2cnc3ccccc3n2)cc1,1802,2011
COc1ccc(C(C)=O)cc1CSc1nnc2c(Cl)cc(Cl)cn12,1329,1636
CSc1oc(-c2ccco2)nc1S(=O)(=O)c1ccc(Br)cc1,1686,2058
COc1nc(N=C(N)N)nc2ccc(C)cc12,1407,1722
CCCSc1nsc(NC(=O)CCC)n1,1632,1736
Cc1ccc(S(=O)(=O)N2CCC(C(=O)OCc3ccc([N+](=O)[O-])cc3)CC2)cc1,1530,1656
COC(=O)c1sc(S(=O)(=O)NCCC(=O)O)c(C(=O)OC)c1C,1792,1611
C/C(=N\NC(=O)c1cccc(S(=O)(=O)N2CCCC2)c1)c1ccco1,1457,1757
CC(C)NC(=S)NC(=O)c1ccc(Cl)cc1Cl,1434,1644
O=C1COc2ccc(-c3n[nH]c(=O)c4ccccc34)cc2N1,1736,1614
CN1C(=O)CSc2ccc(NC(=O)N3CCN(c4ccccc4)CC3)cc21,1450,1807
CCn1cc(C(=O)OCC(=O)Nc2ccc(C(C)C)cc2)c(=O)c2ccc(C)nc21,1486,1631
O=C(Cn1nnc2ccccc2c1=O)NCCc1ccc(Cl)cc1Cl,1751,2179
C=CCN(C(=O)c1cccc(N2C(=O)C3CC=CC(C)C3C2=O)c1)c1ccccc1 (stereo unspecified),1731,1875
CN1CCN(C(=O)/C(=C\c2cccs2)NC(=O)c2cccs2)CC1,1494,1940
COc1ccc(Cl)cc1NC(=O)CNc1ccccc1CN(C)C1CCCCC1,1697,1919
O=C(CSCc1c(F)cccc1Cl)Nc1cccnc1,1795,1722
CN=c1scc(-c2ccccc2F)n1/N=C/c1ccc[nH]1,1497,1865
O=C(COC(=O)/C=C/c1ccc(Br)o1)NCCCN1CCCC1=O,1795,1724
COCCN1C(=O)c2oc3ccccc3c(=O)c2C1c1ccc(OC)c(OC)c1 (stereo unspecified),1525,1440

# Reprinted at random: 3 entries already listed
SMILES,SRC3 TRFRET art,SRC1 TRFRET art
CCn1cc(C(=O)OCC(=O)Nc2ccc(C(C)C)cc2)c(=O)c2ccc(C)nc21,1486,1631
CN=c1scc(-c2ccccc2F)n1/N=C/c1ccc[nH]1,1497,1865
CN1CCN(C(=O)/C(=C\c2cccs2)NC(=O)c2cccs2)CC1,1494,1940

# Next entries
SMILES,SRC3 TRFRET art,SRC1 TRFRET art
CCc1ccccc1NC(=S)N(Cc1cccc(C)c1)c1cccnc1,1384,1913
O=C(CN(CCO)c1ccccc1)Nc1cccc(S(=O)(=O)N2CCCC2)c1,1707,1990
CC(OC(=O)c1ccc(NS(=O)(=O)c2ccc3[nH]c(=O)[nH]c3c2)cc1)C(=O)Nc1ccc(Cl)cc1 (stereo unspecified),1445,1641
COc1cc(OC)c(OC)cc1/C=N/Nc1ncnc2c1[nH]c1ccccc12,1802,1812
Cc1ccc(C(=O)N/C(=C/c2cccs2)C(=O)NCc2ccco2)cc1,1508,1707
CCN1C(=O)c2ccccc2S(=O)c2ccc(C(=O)N3CCN(C(=O)c4ccco4)CC3)cc21 (stereo unspecified),1281,1715
Cc1nc(N2CCOCC2)sc1C(=O)NN,1432,1777
CCCCN=Cc1c(C)[nH]n(-c2ccccc2)c1=S,1527,1563
O=C(c1ccc2nc[nH]c2c1)N1CCc2ccccc2C1,1524,1851
COc1ccc(C(=O)C2CCCN(Cc3ccc4nonc4c3)C2)c(OC)c1 (stereo unspecified),1550,1522
Cc1cccc(/C=C(\C(=O)C(=O)O)c2ccc3ccccc3n2)c1,1734,1950
Cc1ccc(NC(=O)CCC(=O)N/N=C/c2cccs2)cc1C,1600,1655
O=C(CSc1ccc(Cl)cc1)Nc1cccc(-c2nnc(-c3ccco3)o2)c1,1594,1661
CC(C)C(=O)NC(=O)COC(=O)/C=C/c1cccs1,1600,1857
O=C(Nc1ccc2c(c1)OCCO2)C1CCN(C(=O)c2ccc([N+](=O)[O-])cc2)CC1,1553,1594
Oc1ccc(-n2cccc2/C=N/n2cnnc2)cc1,1425,1704
CCc1c(O)c(/C(C)=N\O)c(=O)n(-c2ccccc2)c1-c1ccccc1,1395,1503
Cc1sc(NC(=O)c2ccccc2)c(C#N)c1-c1ccccc1,1803,1810
CC12CCC(c3n[nH]c(=S)nc31)C2(C)C (stereo unspecified),1681,1812
CS(=O)(=O)N1CCN(c2cnn(-c3ccccc3)c(=O)c2Cl)CC1,1573,1838

# Reformatted with values under each structure: four of the compounds above.
# Values run as follows: SRC3 TRFRET art, SRC1 TRFRET art
CC(=O)N1CCN(S(=O)(=O)c2c(F)cc(F)c(Cl)c2F)CC1
 : 1522, 1732
CCOC(=O)CNC(=O)c1cn(CC)c(=O)c2cc(OC)c(OC)cc12
 : 1560, 1744
COc1ccc(OCC(=O)NNC(=O)C(=O)N2CCCC2)cc1
 : 1714, 1750
CN(C)c1ccc(/C=C(/C#N)C(=O)NCc2ccccc2)o1
 : 1769, 1959

# (continued)
SMILES,SRC3 TRFRET art,SRC1 TRFRET art
CCOc1cc(/C=N/NC(=O)c2cccs2)ccc1OC(=O)N1CCOCC1,1525,1880
Cc1c(Cl)c(C(F)(F)F)nn1CC(=O)NN,1525,1949
Cc1cc(C)n2nc(C(=O)OCC(=O)N(CC(C)C)CC(C)C)nc2n1,1674,1966
C#CC[N+](C)(C)CC#Cc1ccccc1,1535,1619
COc1ccc(Cn2nnnc2CN2CCC(O)(c3ccc(F)cc3)CC2)cc1,1658,2065
CCCCN1CCc2[nH]c(=S)[nH]c(=O)c2C1,1563,1735
Cc1ccc(-c2nnn(CC(=O)N(CCO)C(C(=O)NC3CCCCC3)c3ccncc3)n2)o1 (stereo unspecified),1465,1901
CCCn1nc(C(=O)Nc2cccc(C(=O)OC)c2)c2ccccc2c1=O,1500,1477
CCC(CC)C(=O)Nc1cc(C)cc(C)c1,1650,1938
O=C(COC(=O)C1CC1)Nc1ccc(N=Nc2ccccc2)cc1,1410,2090
O=C(Cn1c2[n+](c3ccc(C(F)(F)F)cc31)CCCCC2)c1ccc2c(c1)OCCO2,1571,1982
COc1ccc(/C=C/C(=O)NC(=S)Nc2cc3oc4ccccc4c3cc2OC)cc1,1713,1969
CC(C)Cc1ccc(-c2cc(=O)[nH][nH]2)cc1,1476,1794
COc1ccc(N(CC(=O)NC2CCCCC2)C(=O)CNC(=O)c2ccco2)cc1,1524,1886
CCOC(=O)C1CCN(C(=O)Cn2cc3c(n2)CCC(C)C3)CC1 (stereo unspecified),1593,1904
O=C(C1CCCO1)N1CCN(C(=S)Nc2ccc(F)c(Cl)c2)CC1 (stereo unspecified),1580,1746
O=C(/C=C/c1cccc([N+](=O)[O-])c1)Nc1ccc(Cl)cn1,1459,1642
CCN1C(=O)C(CC(=O)NC)N(NC(=O)c2ccccc2)C1=S (stereo unspecified),1688,1725
COCc1nnc(NC(=O)c2ccc3c(c2)OCO3)s1,1562,1748
COc1ccc(Cn2c(-c3ccccc3)nc3c(c(=O)c4ccccc4n3C)c2=O)cc1,1535,1858
CCN1/C(=C/c2ccc3cc(C)cc(C)c3[n+]2CC)Sc2cc(C)ccc21,1761,2178
CC(=O)Nc1ccc(S(=O)(=O)NNC(=O)c2cccc(Br)c2)cc1,1257,1742
O=C(Nc1ccc(F)cc1)C1CC(=O)n2cnnc2N1 (stereo unspecified),1571,2023
COc1ccc(NC(=O)c2cccc(S(=O)(=O)N3CCc4ccccc43)c2)cn1,1464,1650
CCCC(=O)N1CCC(O)(c2cccc(F)c2)CC1,1449,1638
CN1CCN(NC(=S)NC(C)(C)CC(C)(C)C)CC1,1387,1623
COCCN(Cc1cn(C)nc1-c1ccccc1F)C(C)C,1211,1680
CCC(=O)N1CCN(c2ccccc2NC(=O)c2ccc(-c3cccc([N+](=O)[O-])c3)o2)CC1,1789,1754
N#C/C(=C\c1cc([N+](=O)[O-])ccc1Cl)C(N)=O,1735,1928
CN1CCc2nc3ccccc3c(C(=O)OCC(=O)N(CCC#N)c3ccccc3)c2C1,1544,1880
O=c1c2c(-c3ccccc3)csc2ncn1/N=C/c1ccc(O)c([N+](=O)[O-])c1,1379,2054
Cc1ccc(NC(=O)c2ccc(NCCN)c([N+](=O)[O-])c2)cc1,1566,1891
OCC1(Cc2ccccc2)CCN(Cc2ccccn2)CC1,1354,1726
COc1ccc(OC)c(NC(=O)CCCN2C(=S)NC(C)(C)CC2C)c1 (stereo unspecified),1551,1593
CSc1cccc(NC(=S)N(CCCN2CCCC2)Cc2cccn2Cc2ccc(Cl)cc2)c1,1719,1927
COCCn1c(CN2CCN(c3ccc(F)cc3)CC2)nc2c1c(=O)n(C)c(=O)n2C,1466,1661
Cc1ccc(NC(=O)NC2CCCCC2)cc1S(=O)(=O)N1CCOCC1,1541,1959
CC1=C(C(=O)N2CCOCC2)C(c2ccc(Cl)cc2)NC(=S)N1 (stereo unspecified),1493,1615
O=C(c1nnsc1S(=O)(=O)c1ccc(Cl)cc1)N1CCOCC1,1605,1878
Cc1ccccc1CSCC(=O)Nc1ccccc1-c1ccccc1,1447,1608
Cc1ccc(N=Nc2c(N)nn3c(N)c(C#N)c(C)nc23)cc1,1458,1783
CN1CCN(CC(=O)Nc2nc(-c3c[nH]c4ccccc34)cs2)CC1,1388,1741

# Rows were taken by chance. About 0.65% of those tested had a hit in this group.
